AmpC no deterg – qHTS Inhibitors of AmpC Beta-Lactamase (assay without detergent); P00811; actives 0.52% (n = 330,000); Potency, µM (doses to about 57.1 µM), for inactives: top-dose activity change, negative = inhibition, actives largely listed as inhibitors; AmpC nitrocefin hydrolysis, absorbance 480 nm, 0.0001% Triton;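 note: potency is the fitted concentration of half-maximal effect; plate controls were no compound for no effect and no enzyme for full effect; nearly all actives have a fitted effect of over 20% in size; some results filed as inactive show a strong effect at the top dose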
Target sequence (P00811 whole entry, looked up): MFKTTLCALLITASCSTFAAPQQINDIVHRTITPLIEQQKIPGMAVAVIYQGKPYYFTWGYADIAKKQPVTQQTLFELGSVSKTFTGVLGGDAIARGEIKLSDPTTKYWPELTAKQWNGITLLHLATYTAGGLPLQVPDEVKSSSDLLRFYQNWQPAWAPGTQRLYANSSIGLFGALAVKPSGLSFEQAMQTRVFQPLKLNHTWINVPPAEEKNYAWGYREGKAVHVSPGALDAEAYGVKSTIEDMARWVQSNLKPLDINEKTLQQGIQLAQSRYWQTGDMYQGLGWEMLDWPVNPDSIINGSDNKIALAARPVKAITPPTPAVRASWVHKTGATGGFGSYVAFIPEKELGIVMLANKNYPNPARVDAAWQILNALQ
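20 mM phosphate pH 7.0 + 0.01% (detergent screen) or 0.0001% Triton X-100; 5.3 nM AmpC reagent; cpd preinc 15 min RT; nitrocefin (800 uM stock) to start; A480 q20 s × 4 min; Activity was normalised to no-enzyme and no-compound control wells.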
TbPYK inhibitor – qHTS of Trypanosoma Brucei Inhibitors | pyruvate kinase (Trypanosoma brucei), Q57TT1 | Potency, µM (top dose mostly 76.8 µM), without a hit: at the top dose activity, negative = inhibition, hits mostly inhibitors | TbPYK enzyme, Kinase-Glo Plus ATP luminescence, 45 min | actives 0.12% (n = 410,000); note: potency is the fitted concentration of half-maximal effect; nearly all actives have a fitted effect of over 50% in size
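TbPYK + substrate in 50 mM TEA pH 7.2, 100 mM KCl, 10 mM MgCl2, 0.05% BSA, 0.01% Tween-20; cpd pinned; ADP 130 uM final; 45 min RT; Kinase-Glo Plus 10 min; luminescence endpoint.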
AMA1-RON2 inh – qHTS for Inhibitors of AMA1-RON; Towards Development of Antimalarial Drug Lead: Primary Screen | actives 0.2% (n = 360,000) | Potency, µM (titrated, usually from 58.2 µM), for inactives: at the top dose activity change, negative = inhibition, most hits filed as inhibitors | AlphaScreen AMA1-biotinylated RON2 peptide binding;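 note: potency is the fitted concentration of half-maximal effect; 0% = vehicle wells and -100% = peptide control; nearly all actives have a fitted effect of over 45% in size; some results filed as inactive show a strong effect at the top dose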
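AMA1 (3D7) with his tag at 25 nM final met compounds first, then biotinylated RON2 peptide at 25 nM; detection used donor plus acceptor beads, 10 µg/mL apiece, read by AlphaScreen after 30 min at room temperature.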
Sm TGR block – qHTS Assay for the Inhibitors of Schistosoma Mansoni Peroxiredoxins. Schistosoma mansoni thioredoxin glutathione reductase (TGR), Q962Y6. purified TGR, DTNB reduction, TNB absorbance 405 nm. Potency, µM (series often up to 114 µM), for the others: at the top dose activity change, negative = inhibition, actives largely listed as inhibitors. actives 3% (n = 360,000); note: potency is the fitted concentration of half-maximal effect; nearly all actives have a fitted effect of over 60% in size
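TGR 20 nM + NADPH 100 uM (dispensed conc.), cpd preinc 15 min RT; start with NADPH (500 uM addition) then DTNB (15 mM addition). Kinetic TNB absorbance, 405 nm filter. Four-parameter Hill fit across titration.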
HCMV inh – qHTS Assay for inhibitors of the human cytomegalovirus (HCMV); actives 4.5% (n = 410,000); activity change, negative = inhibition, % at 57.5 µM; HFF cells, HCMV-luciferase reporter, 72 h; stronger effect = lower value; in the data active = activity change below about -60%; inconclusive = no clear call, values can overlap the other calls; inactive = above about -39%
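Inhibition of viral replication was scored as loss of reporter luminescence in HFFs infected with HCMV-luciferase (MOI 1 PFU/cell) for 72 h; compounds tested at 2 doses, normalized to buffer and Salinomycin controls.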
AmpC inh detg – qHTS Inhibitors of AmpC Beta-Lactamase (assay with detergent) | P00811 | AmpC hydrolysis of nitrocefin, absorbance 480 nm, 0.01% Triton | Potency, µM (top dose mostly 114 µM), without a hit: top-dose activity change, negative = inhibition, most hits filed as inhibitors | actives 0.041% (n = 370,000) | AID 485294, 2010;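 note: potency is the fitted concentration of half-maximal effect; 0% = no-compound wells and -100% = no-enzyme wells; nearly all actives have a fitted effect of over 25% in size; some results filed as inactive show a strong effect at the top dose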
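AmpC (5.3 nM in the dispensed reagent) in 20 mM phosphate pH 7.0 with 0.01% (detergent screen) or 0.0001% Triton X-100 was preincubated with compounds for 15 min at room temperature. Nitrocefin was then added from an 800 uM solution, and hydrolysis was followed at 480 nm.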
LmPK inh – qHTS Assay for Inhibitors of Leishmania Mexicana Pyruvate Kinase (LmPK). AID 1721, 2009. Potency, µM (series often up to 57.5 µM), for inactives: top-dose activity change, negative = inhibition, usual class: inhibitors. purified LmPK, Kinase-Glo ATP luminescence, 1 h. actives 0.37% (n = 290,000); note: potency is the fitted concentration of half-maximal effect
Target sequence (Q27686 whole entry, looked up): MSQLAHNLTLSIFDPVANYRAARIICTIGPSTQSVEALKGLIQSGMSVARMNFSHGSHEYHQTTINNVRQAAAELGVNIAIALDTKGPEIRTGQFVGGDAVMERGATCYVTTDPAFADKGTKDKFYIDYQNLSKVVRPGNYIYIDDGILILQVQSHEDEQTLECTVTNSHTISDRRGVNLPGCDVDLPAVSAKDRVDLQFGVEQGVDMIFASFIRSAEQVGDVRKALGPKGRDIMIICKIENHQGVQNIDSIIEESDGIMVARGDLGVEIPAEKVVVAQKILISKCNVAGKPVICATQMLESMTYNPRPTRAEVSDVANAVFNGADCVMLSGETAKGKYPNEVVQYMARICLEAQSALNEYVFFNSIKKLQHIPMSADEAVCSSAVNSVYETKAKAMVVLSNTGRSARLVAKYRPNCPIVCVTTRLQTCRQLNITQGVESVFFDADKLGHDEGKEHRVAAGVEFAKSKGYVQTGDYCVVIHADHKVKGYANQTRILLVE
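In 50 mM imidazole pH 7.2 with 7 mM MgCl2, LmPK (0.1 nM) turned over PEP (0.5 mM) and ADP (0.1 mM) for 1 h at room temperature. Luciferase read-out of ATP.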
An asterisk follows results filed as active; u = inconclusive; x = not tested or not shown; [ ] = dose if it differs, or a comment. Unless noted, calls come from the whole dose curve; as a rule, active = well fitted curve in the direction sought with a large enough effect; inconclusive = small, poorly fitted or top-dose-only effect, or another doubt; inactive = no such curve, though single readings can be large; an effect the other way counts as inactive or inconclusive. Unless noted, % is set by controls: 0 for no effect and ±100 for the full control effect.

Below each compound – AmpC inh detg, AMA1-RON2 inh, HCMV inh, TbPYK inhibitor, LmPK inh, AmpC no deterg, Sm TGR block
- CCC1Oc2ccc(C)cc2N(CC(=O)NCCCN2CCOCC2)C1=O (centres undefined)
    4%, 0%, -5, 1%, -8%, -4%, -4%
- C=CCOc1cccc(CNc2cccc(C(=O)O)c2)c1
    -5%, -1%, 45, -4%, -1%, -21%, 3%
- O=C(NCc1cccnc1)Nc1cccc(Cl)c1
    -8%, 12%, 59, 0%, -6%, -21%, 1%
- CC(C)=C1C2CCC1C1C(=O)N(c3nc(-c4ccccc4)c(C)s3)C(=O)C21 (centres undefined)
    u, 4%, 10, -7%, 1%, -13%, -14%
- COC(=O)c1c(NC(=O)CSc2nnc(-c3ccco3)n2C)sc(C)c1C
    -2%, -3%, 0, -6%, 0%, -46%, -18%
- COc1ccc(C)cc1NC(=O)CN1C(=O)C(=O)N(C2CCCC2)C1=O
    -14%, 0%, -11, 3%, x, -8%, 2%
- COc1ccc(-c2nn(-c3ccccc3C)cc2CNC(C)Cn2cncn2)cc1F (centres undefined)
    1%, 3%, 24, 4%, -1%, 102%[activator], 14%
- CC1N(O)C(c2ccc(Cl)cc2Cl)N(O)C1(C)C (centres undefined)
    2%, 0%, -6, 10%, 4%, -24%, 9%
- NC(=O)C1CCN(C(=O)C2CC(=O)N(c3ccc4c(c3)OCCO4)C2)CC1 (centres undefined)
    -6%, 2%, -8, 0%, x, -28%, 1%
- CCC(=O)NC(C)C(c1cccs1)N1CCN(c2ccccc2)CC1 (centres undefined)
    3%, -5%, u, 1%, -1%, 1%, -15%
- COc1ccc(/C(O)=C2/C(=O)C(=O)N(CCCC(=O)O)C2c2ccc(OC)cc2)cc1 (centres undefined)
    0%, 3%, -15, 1%, 2%, -30%, -15%
- Nc1nc(Nc2ccc(Cl)cc2)nc2ccccc12
    2%, -16%, 105, 5%, 18µM*, -32%, 0%
- COC(=O)c1ccc(CN2CCCC(CO)(Cc3ccccc3F)C2)cc1 (centres undefined)
    u, -7%, 28, 4%, -3%, -6%, 4%
- CCN(CC(=O)N1CCN(Cc2ccccc2)CC1)S(=O)(=O)c1ccc(F)cc1
    6%, 1%, u, -9%, -6%, 109%[activator], 74%
- Cc1cc(NC(=O)CSc2nnc(C3COc4ccccc4O3)o2)no1 (centres undefined)
    u, u, 27, 1%, 0%, -26%, 11%
- CN1C(=O)/C(=C/c2ccc(C(=O)Nc3ccc(O)cc3C(=O)O)cc2)SC1=S
    -4%, -9%, -34, 2%, 5%, -13%, 5%
- Cn1nc(C(=O)NCc2ccc(F)cc2)c2c1-c1ccccc1S(=O)(=O)C2
    u, 3%, -34, 1%, 2%, -34%, 6%
- CC1CCCN(C(=O)c2ccncc2)C1 (centres undefined)
    0%, -11%, 6, 3%, 0%, -10%, -4%
- COc1ccc(S(=O)(=O)N2CCCCC2)cc1NC(=O)Cc1ccsc1
    1%, 9%, -1, 6%, x, -38%, -8%
- Cc1cc(-c2csc(Nc3ccccn3)n2)ccc1F
    u, u, 158, -4%, -3%, -47%, 14%
- Cc1nonc1C(=O)N/N=C/c1ccc(O)cc1O
    -1%, -2%, 15, u, 8%, -8%, 3%
- COc1cccc(C(=O)Nc2ncc3c(n2)CC(C)CC3=O)c1 (centres undefined)
    6%, -2%, 18, 6%, -9%, 1%, -4%
- Cc1cc(C)cc(-n2c(SCC(=O)NCC3CCCO3)nc3c([nH]c4ccccc43)c2=O)c1 (centres undefined)
    2%, x, 11, -7%, x, x, 4%
- CCC1(CC)C(=O)NC(=O)NC1=NCCc1c[nH]c2ccccc12
    4%, -17%, 32, 4%, 5%, -10%, 0%
- CC(=O)NC12CC3CC(C1)CC(C(=O)Nc1nc4c(C)cccc4s1)(C3)C2
    4%, 11%, 48, 2%, 1%, 120%[activator], 5%
- Cc1ccc(N=C2S/C(=C\c3cn(CC(=O)O)c4ccccc34)C(=O)N2C)cc1
    u, 9%[2.32 µM], -23, -3%, 4%, -28%, -13%
- COc1ccccc1-n1cnnc1SCC(=O)N1CCN(C(=O)c2ccco2)CC1
    u, -20%, -21, -3%, 2%, -8%[11.4 µM], 0%
- O=c1[nH]cnc2cc(-c3ccccc3)sc12
    4%, -14%, 54, 2%, -10%, -14%, 9%
- Cc1cccc(NC(=O)CCC2CCN(C(=O)c3ccc(C)s3)CC2)c1
    0%, 0%, -33, -15%, 7%, 40%, 2%
- O=C(Cc1ccc(Cl)cc1)N1CCN(c2ccccc2)CC1
    -6%, -4%, 127, 3%, 1%, 40%, 3%

Part of the list above with just Sm TGR block, AMA1-RON2 inh and AmpC inh detg.
mol | Sm TGR block | AMA1-RON2 inh | AmpC inh detg
Cc1ccc(N=C2S/C(=C\c3cn(CC(=O)O)c4ccccc34)C(=O)N2C)cc1 | -13% | 9%[2.32 µM] | u
COc1ccccc1-n1cnnc1SCC(=O)N1CCN(C(=O)c2ccco2)CC1 | 0% | -20% | u

The results go on:
Below each compound – AmpC inh detg, AMA1-RON2 inh, HCMV inh, TbPYK inhibitor, LmPK inh, AmpC no deterg, Sm TGR block
- Cc1cccn2c(=O)c3cc(C(=O)NCC4CCCO4)c(=N)n(CC4CCCO4)c3nc12 (centres undefined)
    -7%, 20%, -70*, -3%, 4%, -26%, 8%
- Cc1ccc(S(=O)(=O)Nc2nc(N)n(-c3ccccc3)n2)cc1
    -8%, 7%, -16, 3%, -2%, -23%, 5%
- O=C(CSc1nnnn1-c1ccccc1)NC1CCCc2ccccc21 (centres undefined)
    4%, -4%, -13, 6%, -4%, -18%, -2%
- COc1ccc(N2CC(C(=O)NCCN3C(=O)S/C(=C\c4cccnc4)C3=O)CC2=O)c(OC)c1 (centres undefined)
    -5%, 8%, 25, 8%, x, 15%, 6%
- C=CC[C@H](CC(=O)N(CCO)Cc1ccccc1)C(=O)N[C@H](COC(=O)[C@@H](CC=C)Cc1ccc(F)cc1)C(C)(C)C
    x, -2%, 126, 2%, x, 220%[activator], x
- CCSC1=NCCN1S(=O)(=O)c1ccc2ccccc2c1
    -10%, -6%, u, 0%, -6%[11.5 µM], 26%, 3%
- O=S(=O)(Nc1ncccn1)c1ccc(NC(=S)Nc2cccc(Cl)c2)cc1
    4%, x, x, x, 8%, -55%, u
- COc1ccc(/C=N/S(=O)(=O)c2ccc(C)cc2)cc1
    6%, -8%, -12, -9%, 8%, -17%, 1%
- c1ccc2[nH]c(CSc3nc4ccccc4s3)nc2c1
    u, -2%, -3, -5%, -8%, -34%, 1%
- O=C(C1=C(O)C(=O)N(Cc2ccccc2)C1c1cccnc1)c1ccco1 (centres undefined)
    x, 18%, -3, -2%, x, x, x
- O=c1c2c(nc3nc[nH]n13)CCC2
    u, 4%, -6, 6%, 6%, -1%, -1%
- CSc1nc(C)cc(Nc2c(C)cc(C)cc2C)n1
    13%, x, -27, 2%, x, x, -2%
- CCCOc1cccc(C(=O)N(Cc2ccc(OC)c(OC)c2)C2CCS(=O)(=O)C2)c1 (centres undefined)
    -9%, 4%, -12, -14%, 2%, 84%[activator], -22%
- CC(CC(=O)Nc1nnc(CC(C)(C)C)s1)c1ccccc1 (centres undefined)
    u, 6%, 0, -5%, -5%, -25%, -1%
- C#CCN(C[C@H]1[C@H](OC(=O)NCc2ccco2)[C@H](OC(=O)NCc2ccco2)C[C@H]2C(=O)N(c3ccccc3)C(=O)[C@@H]12)S(=O)(=O)c1ccc(C)cc1
    x, -4%, 7, 4%, x, x, x
- COc1c(F)c(F)c(C(=O)Nc2ccccc2N2CCN(C(=O)C(C)C)CC2)c(F)c1F
    -3%, 2%, 52, 0%, 0%, 113%[activator], -1%
- CN(Cc1ccccc1)C(=O)CNC(=O)C12CC3CC(CC(C3)C1)C2
    -10%, 16%, 3, -3%, x, -17%, -19%
- C#CCNC(=O)C1=C[C@@H](c2ccc3c(c2)OCO3)C[C@@H](OCc2ccc(CO)cc2)O1
    x, 9%, -13, -3%, x, x, x
- CC(C)C(=O)Nc1cccc(COc2ccc(CN(Cc3ccccc3)C(=O)OC(C)(C)C)cc2)c1
    x, 7%, -34, -2%, x, x, x
- Cc1cc(C)cc(NC(=O)COc2ccc3c(C)c(Cc4ccccc4)c(=O)oc3c2)c1
    -4%, x, x, x, 1%, u, -15%
- CCOCC(=O)Nc1cc(C(=O)NCCc2ccccc2)ccc1Cl
    -1%, 13%, 44, 0%, 0%, -5%, 3%
- Cc1sc2ncnc(SCC(=O)Nc3cccc(S(N)(=O)=O)c3)c2c1C
    x, -5%, -13, -3%, x, -34%, x
- CC1(OC(=O)C2CCCC2)C(=O)C=C2C=C(c3ccsc3)N(CC3CC3)C=C2C1=O (centres undefined)
    3%, -4%, -9, -7%, -4%[11.5 µM], 22%, -33%
- Fc1ccccc1N1CCN(c2nc(-c3cccs3)nc3ccccc23)CC1
    -6%, 5%, -28, 1%, 11%, -13%, 1%
- CC(C)NC(=O)c1onc(CSc2ccc(Cl)cc2)c1C(=O)O
    2%, 0%, 1, 5%, -4%, -10%, -1%
- O=C(Nc1cc(-c2nc3ccccc3s2)ccc1Cl)c1ccc2c(c1)OCO2
    0%, 26%, 109, 0%, -3%, -14%, 10%

For convenience, three of the compounds above:
Below each compound – AmpC inh detg, AMA1-RON2 inh, HCMV inh, TbPYK inhibitor, LmPK inh, AmpC no deterg, Sm TGR block
- Cc1cccn2c(=O)c3cc(C(=O)NCC4CCCO4)c(=N)n(CC4CCCO4)c3nc12 (centres undefined)
    -7%, 20%, -70*, -3%, 4%, -26%, 8%
- Cc1ccc(S(=O)(=O)Nc2nc(N)n(-c3ccccc3)n2)cc1
    -8%, 7%, -16, 3%, -2%, -23%, 5%
- O=C(CSc1nnnn1-c1ccccc1)NC1CCCc2ccccc21 (centres undefined)
    4%, -4%, -13, 6%, -4%, -18%, -2%

Assay outcomes as filed in PubChem.
